Screening results from PubChem.
SW480 rereplic – induces DNA re-replication in SW480 colon adenocarcinoma cells; hit rate 1.8% among 340,000; Potency, µM (top dose mostly 46.1 µM), inactives show at the highest dose re-replication activation, most hits filed as activators; SW480 DNA re-replication, Hoechst DNA content imaging, 48 h; also: % of control where 0% means no effect; nearly all actives have a fitted effect of over 55% in size
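250 cells/well; 23 nL cpd via pin tool; 48 hr, 37 C, 5% CO2; Hoechst 40 min; imager read of total nuclear intensity, ex 405/em 500-530 nm.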
HEK293 tox – cytotoxicity counter-screen for GLP-1 receptor inverse agonists | HEK293 cAMP-luciferase reporter cells, luminescence, 24 h | Potency, µM (top dose mostly 38.3 µM), without a hit: at the highest dose activity change, negative = inhibition, most hits filed as inhibitors | hit rate 0.13% among 410,000 | AID 624418;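 also: loss of luciferase light is scored as toxicity; % is scaled to controls: 0 for no effect and ±100 for the full control effect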
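Luminescence readout: signal drop marks cytotoxicity. Plated cells grew 12 h at 37 °C, 5% CO2, received 23 nL compound for 24 h, then got luciferase reagent, read after 12 min at RT.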
GLP-1R agonist – agonists of human GLP-1 receptor; Potency, µM (doses to about 45.6 µM), for the others: top-dose activation, hits mostly activators; hit rate 0.007% among 380,000; HEK293 GLP-1R CRE-luciferase, luminescence, 4-6 h; cells express a hypersensitive GLP-1R form; also: % of control where 0% means no effect
Target sequence (P43220 whole entry, looked up): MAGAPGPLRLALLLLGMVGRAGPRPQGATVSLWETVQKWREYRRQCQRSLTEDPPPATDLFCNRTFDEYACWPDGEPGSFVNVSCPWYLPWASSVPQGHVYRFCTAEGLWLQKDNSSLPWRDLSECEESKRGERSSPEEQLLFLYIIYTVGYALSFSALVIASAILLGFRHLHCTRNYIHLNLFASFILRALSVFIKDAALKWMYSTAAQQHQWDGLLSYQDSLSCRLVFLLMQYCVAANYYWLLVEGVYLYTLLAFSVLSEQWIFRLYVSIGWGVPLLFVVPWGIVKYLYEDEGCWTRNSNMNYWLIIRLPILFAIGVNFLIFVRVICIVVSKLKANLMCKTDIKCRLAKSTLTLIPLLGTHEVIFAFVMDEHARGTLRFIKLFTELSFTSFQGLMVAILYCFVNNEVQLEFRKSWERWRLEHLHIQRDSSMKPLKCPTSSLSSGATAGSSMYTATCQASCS
HT1080-NT tox – kills 2HG-producing HT-1080-NT fibrosarcoma cells; HT-1080-NT fibrosarcoma viability, CellTiter-Glo ATP luminescence, 48 h; Potency, µM (doses to about 46.1 µM), without a hit: top-dose activity, negative = less viability, most hits filed as cytotoxic; hit rate 1.6% among 360,000; AID 686970;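 also: NT is the 2HG producing partner of a matched IDH1 knockdown line; 0% = DMSO-treated cells and -100% = media-only wells without cells; nearly all actives have a fitted effect of over 55% in size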
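750 cells/well, RPMI + 5% FBS; 2 h settle, compound pin-transfer, 48 h at 37 degrees C. CellTiter-Glo 10 min RT, luminescence. Normalized to DMSO and media-only wells.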
KB-V1 MDR tox – kills drug-selected multidrug resistant KB-V1 cells | Potency, µM (top dose mostly 46.1 µM), without a hit: top-dose activity change, negative = cytotoxicity, usual class: cytotoxic | hit rate 3.4% among 400,000 | KB-V1 MDR cells viability, CellTiter-Glo, 72 h; also: % is scaled to controls: 0 for no effect and ±100 for the full control effect; nearly all actives have a fitted effect of over 60% in size
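Cytotoxicity via CellTiter-Glo luminescence after 72 h compound exposure at 37 degrees C. Cells: drug-selected KB-V1 line, DMEM phenol-red free plus 10% FBS. Compounds tested at multiple concentrations; normalized data fitted to concentration-effect curves.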
KB-3-1 cytotox – kills parental KB-3-1 adenocarcinoma cells; KB-3-1 viability, CellTiter-Glo ATP luminescence, 72 h; Potency, µM (series often up to 46.1 µM), for inactives: at the highest dose activity change, negative = cytotoxic, most hits filed as cytotoxic; hit rate 1.4% among 400,000; also: % is scaled to controls: 0 for no effect and ±100 for the full control effect; nearly all actives have a fitted effect of over 60% in size
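Cytotoxicity in the drug-sensitive parental line KB-3-1 was scored as loss of CellTiter-Glo luminescence following 72 h incubation with compound. Values come from curve fitting of normalized concentration-response data.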
HT1080 IDH1KD tx – kills HT-1080 cells with IDH1 knockdown; HT-1080 IDH1 knockdown viability, ATP luminescence, 48 h; hit rate 2% among 360,000; Potency, µM (top dose mostly 46.1 µM), for inactives: at the top dose activity, negative = toxicity, most hits filed as cytotoxic;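 also: 0% = DMSO wells and -100% = cell-free medium wells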
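Using the IDH1-knockdown HT-1080 line run in the same batch and compound series as the NT line, viability after 48 h at 37 °C was determined by CellTiter-Glo luminescence and expressed as % activity.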
TDP43 rescue – rescues yeast growth from TDP-43 toxicity; TDP-43 expressing yeast growth rescue, BacTiter-Glo, 24 h; Potency, µM (series often up to 46.1 µM), without a hit: at the top dose growth rescue (activation), hits mostly activators; hit rate 1.8% among 410,000; also: % of control where 0% means no effect; nearly all actives have a fitted effect of over 50% in size
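Yeast cells expressing TDP-43 under galactose induction are exposed to compounds for 24 hr at 30 deg C. BacTiter-Glo luminescence measures growth, so protective compounds score as activators.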
GLP1R inv ag – GLP-1 receptor (human) inverse agonism. hit rate 1.6% among 410,000. Potency, µM (titrated, usually from 38.3 µM), inactives show at the highest dose activity change, negative = inhibition, usual class: inhibitors. P43220. HEK293 GLP-1R CRE-luciferase, luminescence, 24 h; GLP-1R form is constitutively active; also: % is scaled to controls: 0 for no effect and ±100 for the full control effect; nearly all actives have a fitted effect of over 55% in size
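Inverse agonists were sought by their lowering of basal cAMP reporter luciferase output in HEK293 cells stably carrying constitutively active human GLP-1R, after 24 h compound treatment.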
* marks the source's active call; other numbers are inactive results; ? = inconclusive; nt = no result given; [ ] = another dose, or the depositor's remark. Calls follow the shape of the dose curve; as a rule, active = well fitted curve in the direction sought with a large enough effect; inconclusive = small, poorly fitted or top-dose-only effect, or another doubt; inactive = no such curve, though single readings can be large; an effect the other way counts as inactive or inconclusive. Potency is read from the fitted curve at half-maximal effect.

entry	SMILES	SW480 rereplic	HEK293 tox	GLP-1R agonist	HT1080-NT tox	KB-V1 MDR tox	KB-3-1 cytotox	HT1080 IDH1KD tx	TDP43 rescue	GLP1R inv ag
1	Cc1ccc(C)c(OC(C)C(=O)Nc2ccc(S(=O)(=O)Nc3nccs3)cc2)c1 (configuration not stated)	-0.8%	3.6%	0.0%	-15.4%	-2.7%	12.4%	-2.1%	-2.1%	-9.4%
2	COc1cc(CCCN2C(N)=NC[C@@H]2Cc2ccc(O)cc2)cc(OC)c1OC	-1.1%	-12.7%	5.6%	10.8%	41.7%	0.8%	-1.0%	5.0%	17.9%
3	O=C(Nc1cccc(C(F)(F)F)c1)c1cnccn1	-2.0%	-3.4%[7.66 µM]	8.3%	1.9%	0.0%	8.4%	16.8%	4.4%[9.22 µM]	12.7%[7.66 µM]
4	O=C(c1ccco1)N1CCN(C(=O)N2CCOCC2)CC1	0.164µM*	-5.3%	-0.3%	1.0%	2.7%	6.9%	-4.4%	-1.4%	0.2%
5	O=C(c1ccccn1)N1CCN(S(=O)(=O)c2cccc(Br)c2)CC1	-6.2%	1.9%	15.9%	9.3%	?	7.3%	14.2%	27.9%	0.6%
6	CN(C)c1ccc(C(=S)N2CCN(S(=O)(=O)c3ccccc3)CC2)cc1	-5.2%	-11.2%	-3.5%	-9.9%	2.0%	2.4%	-7.7%	18.0%	?
7	CCCCNC(=O)C1(C)CCC(=O)N1CCCn1ccnc1 (configuration not stated)	nt	-6.2%	-6.2%	18.2%	7.4%	0.1%	22.9%	12.3%	27.5%
8	CC1(C)CCC(=O)N(c2ccccc2)C1=O	-2.9%	14.4%	0.9%	13.1%	?	-0.6%	21.9%	-24.9%	16.3%
9	CC(=O)C1=C(C)N=c2s/c(=C/c3ccc4c(c3)OCO4)c(=O)n2C1c1ccc(N(C)C)cc1 (configuration not stated)	-1.5%	-19.8%	-1.6%	8.3%	6.5%	2.8%	2.9%	-8.2%	9.0%
10	COc1ccc(NC(=O)Nc2cccc([N+](=O)[O-])c2)cc1Cl	-1.4%	-37.7%	-15.2%	-0.9%	14.6µM*	16.3%	-5.1%	0.0%	?
11	CCN(CC)C(=O)/C(=C\c1ccc(Br)cc1)NC(=O)c1ccccc1OC	-1.3%	?	28.2%	1.9%	?	13.7%	-2.9%	-8.4%	?
12	CCc1ccccc1NC(=O)CN(C)S(=O)(=O)c1ccc(-c2ccc(=O)[nH]n2)s1	?	2.9%	-3.4%	-0.9%	0.0%	23.5%	-1.2%	-0.6%	34.0%
13	NC(=O)c1ccsc1NC(=O)c1ccc([N+](=O)[O-])o1	?	3.0%	-3.3%	?	?	?	?	27.1%	-5.1%
14	CCOc1ccc(-c2c(C)nn3c(C)c(C(=O)Nc4cc(C)cc(C)c4)cnc23)cc1OCC	nt	28.0%	nt	nt	-8.8%	0.2%	nt	10.9%	16.0%
15	O=S(=O)(Cc1ccccc1Cl)N1CCCCC1	-2.0%[9.22 µM]	-3.6%	6.5%	13.1%	-6.8%	0.0%	16.2%	19.8%	-7.8%
16	Clc1ccccc1N=C1SCCS1	-31.1%[inhibitor]	8.1%	2.2%	1.8%	6.0%	-0.1%	2.6%	8.2%	3.7%
17	CC(=O)Nc1ccc(S(=O)(=O)N(C)c2ccc(OCC(=O)OCC(=O)Nc3ccc(OC(F)F)cc3)cc2)cc1	-42.6%[inhibitor]	0.3%	6.1%	-12.7%	27.2%	7.9%	13.8%	-8.4%	13.1%
18	O=C(NC12CC3CC(CC(C3)C1)C2)c1ccc(-c2ccc(Cl)cc2)o1	?	6.2%	13.1%	-15.7%	?	?	?	-1.3%	?
19	C[C@]12c3[nH]c4ccccc4c3CCN1C(=O)C(CC(=O)NCCN1CCOCC1)C[C@@H]2C(=O)N1CCOCC1 (some centres not stated)	-3.7%	2.1%	12.8%	5.1%	-2.2%	0.0%	5.2%	11.7%	3.8%
20	C[C@@H]1CCC(=O)N(C[C@@H](C)CC#N)CC1	-16.3%	-0.4%	0.0%	?	?	?	11.7%	19.8%	5.6%

(cont.)
entry	SMILES	SW480 rereplic	HEK293 tox	GLP-1R agonist	HT1080-NT tox	KB-V1 MDR tox	KB-3-1 cytotox	HT1080 IDH1KD tx	TDP43 rescue	GLP1R inv ag
21	COc1ccc(N2CCN(C(c3ccccc3)c3sc4nc(C)nn4c3O)CC2)cc1 (configuration not stated)	-10.4%	1.0%	-4.9%	-0.4%	-10.7%	-8.1%	-2.9%	-10.3%	2.9%
22	COC(=O)c1sc2cc(C(F)(F)F)cnc2c1-c1ccccc1	-2.6%	0.4%	11.2%	10.4%	5.6%	11.1%	17.8%	17.8%	-4.5%
23	Cc1cccc(C)c1NC(=O)C1(C)CN(S(C)(=O)=O)CC(=O)N1CCc1ccc(O)cc1 (configuration not stated)	nt	1.9%	nt	20.2%	-4.2%	-7.3%	4.5%	17.8%	-21.1%
24	COc1ccc(-c2nc(N)n(C(=O)c3ccc(C)cc3)n2)cc1	-1.2%	-6.4%	-0.9%	-0.6%	-5.2%	-1.4%	1.7%	-13.1%	2.9%
25	Cc1cc(C)cc(C(=O)NC2CC(C)(C)NC(C)(C)C2)c1	2.3%	-3.1%	-1.0%	-7.8%	-13.4%	-1.7%	-9.6%	2.6%	-23.2%
26	O=C(NC1(C(F)(F)F)N=C(c2ccccc2)NC1=O)c1ccccc1 (configuration not stated)	-0.3%	15.1%	-17.2%	1.9%	17.2%	-0.1%	2.5%	-8.0%	10.2%
27	N/C(=N\OC(=O)COc1ccccc1)c1cccnc1	-5.9%	5.3%	2.7%	13.6%	7.5%	3.8%	12.3%	9.2%	-7.3%
28	CCCCN(NC(C)=O)c1nc(Cl)nc(NC(C)C)n1	0.2%	-12.8%	2.7%	-4.1%	4.2%	3.4%	5.7%[9.24 µM]	-10.4%	9.4%
29	C=CCc1cc(OC)ccc1OCCON1C(=O)CCC1=O	-1.1%	-11.8%	-14.3%	19.8%	24.0%	-3.0%	11.4%	2.0%	0.0%
30	CCNC(=O)CN(c1ccc(F)cc1)S(=O)(=O)c1ccc2c(c1)OCCO2	?	6.4%	3.4%	0.0%	-5.7%	-0.8%	-3.9%	-21.2%	-5.4%
31	CCc1ccccc1NC(=O)CCS(=O)(=O)c1ccc(OC)cc1	-8.7%	1.4%	-1.4%	0.3%	0.0%	21.9%	6.3%	-9.0%	23.7%
32	COc1ccc(OC)c(S(=O)(=O)N2CCN(Cc3nc4ccc(C)cc4o3)CC2)c1	nt	-0.2%	nt	nt	8.5%	5.3%	nt	?	4.4%
33	CC(C)(C)NC(=O)COc1ccc(CNCc2ccccn2)cc1	-2.0%	-3.3%	-4.4%	-12.2%	0.0%	-8.0%	0.1%	-26.8%	-5.5%
34	O=C(CN(Cc1ccccc1)C1=NCCS1)c1ccccc1	1.8%	6.8%	-3.4%	6.5%	18.4µM*	6.8%	4.3%	-5.5%	?
35	Cn1c(NC(=O)c2ccccc2C(F)(F)F)cc(=O)n(C)c1=O	-10.3%	-16.1%	13.1%	0.9%	0.8%	-3.8%	4.9%	2.5%	-10.8%
36	Cc1ccccc1N(C(=O)c1snc(C(N)=O)c1N)C(C(=O)NC1CCCCC1)c1ccc(O)cc1 (configuration not stated)	16.4µM*	-18.7%	5.7%	?	-1.9%	?	9.2µM*	-3.5%	?
37	CCOC(=O)CC1C(=O)NCCN1C(=O)c1ccc(Cl)c(Cl)c1 (configuration not stated)	2.4%	-5.2%	8.2%	14.8%	13.4%	2.0%	12.9%	-8.0%	4.5%
38	Cc1ccc(-n2nnnc2SCc2ccc(C(=O)O)cc2)cc1C	-9.7%	-21.8%	3.7%	-0.9%	?	7.1%	-0.4%	27.5%	23.8%
39	CCOC(=O)C1CCCN(Cc2ccccc2OCC)C1 (configuration not stated)	-3.9%	-5.6%	-5.5%	16.3%[9.24 µM]	5.4%	-5.8%	-21.8%	-19.2%	-1.0%
40	CCNC(=O)C1CCCN(C(=O)c2cccc(OC(F)(F)F)c2)CC1 (configuration not stated)	nt	7.3%	-3.0%	1.6%	-19.9%	-9.1%	1.2%	7.7%	13.6%

Compound profiles, as listed above.
COc1ccc(N2CCN(C(c3ccccc3)c3sc4nc(C)nn4c3O)CC2)cc1 (configuration not stated) is listed with SW480 rereplic = -10.4%; HEK293 tox = 1.0%; GLP-1R agonist = -4.9%; HT1080-NT tox = -0.4%; KB-V1 MDR tox = -10.7%; KB-3-1 cytotox = -8.1%; HT1080 IDH1KD tx = -2.9%; TDP43 rescue = -10.3%; GLP1R inv ag = 2.9%
Cc1cccc(C)c1NC(=O)C1(C)CN(S(C)(=O)=O)CC(=O)N1CCc1ccc(O)cc1 (configuration not stated) is listed with SW480 rereplic = nt; HEK293 tox = 1.9%; GLP-1R agonist = nt; HT1080-NT tox = 20.2%; KB-V1 MDR tox = -4.2%; KB-3-1 cytotox = -7.3%; HT1080 IDH1KD tx = 4.5%; TDP43 rescue = 17.8%; GLP1R inv ag = -21.1%
O=C(NC1(C(F)(F)F)N=C(c2ccccc2)NC1=O)c1ccccc1 (configuration not stated) is listed with SW480 rereplic = -0.3%; HEK293 tox = 15.1%; GLP-1R agonist = -17.2%; HT1080-NT tox = 1.9%; KB-V1 MDR tox = 17.2%; KB-3-1 cytotox = -0.1%; HT1080 IDH1KD tx = 2.5%; TDP43 rescue = -8.0%; GLP1R inv ag = 10.2%

(list continues)
entry	SMILES	SW480 rereplic	HEK293 tox	GLP-1R agonist	HT1080-NT tox	KB-V1 MDR tox	KB-3-1 cytotox	HT1080 IDH1KD tx	TDP43 rescue	GLP1R inv ag
41	O=CN1N=C(c2ccccc2)CC1c1ccc(Cl)cc1 (configuration not stated)	-0.5%	-2.9%	-3.4%	-10.4%	-4.4%	-10.8%	-5.0%	nt	?
42	CCOC(=O)Cn1ccc(NC(=O)c2ccc3c(c2)OCO3)n1	13.3%	3.8%	26.0%	1.1%	14.4%	1.9%	1.1%	9.5%	8.9%
43	COc1ccc(-n2c(SCC(=O)Nc3cc(C)on3)nc3ccccc3c2=O)cc1Cl	13.7%	8.8%	1.0%	9.0%	?	?	22.0%	19.1%[9.22 µM]	3.5%
44	COc1cc(/C=C2/SC(N)=NC2=O)ccc1Oc1ccc([N+](=O)[O-])cc1[N+](=O)[O-]	-0.6%	0.2%	5.2%	-5.7%	20.6%	3.4%	-8.4%	18.8%	8.6%
